Screens as filed in PubChem BioAssay.
GRP78 ERSR act = induces the endoplasmic reticulum stress response in human glioma cells; Potency, µM, without a hit: top-dose activation, usual class: activators; U87-MG GRP78 promoter luciferase reporter, 16 h; hit rate 0.02% among 420,000; further: potency means the concentration at half of the fitted maximal effect; series mostly up to about 76 µM; % of control where 0% means no effect; nearly all actives have a fitted effect of over 35% in size
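Stably transfected U87-MG glioma cells carrying a GRP78-based luciferase sensor; 16 h compound incubation. Luminescence end-point read 10 min after Bright-Glo addition at room temperature.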
D1 antagonist = antagonists of human D1 dopamine receptor; P21728; HEK293 TREx D1 cells, calcium flux, dopamine EC80; stronger effect = lower value; activity change, negative = inhibition, % at 10 µM; hit rate 3.2% among 360,000; in the data active means activity change below about -30%; further: on the % scale 0 is the no-effect control and ±100 the full control effect
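Calcium flux readout: force-coupled, inducible Hek293 Trex D1 line, cells induced overnight at 30 C with tetracycline, dye-loaded 30–90 min at RT. Antagonism scored against EC80 dopamine challenge given 180 s after compound.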
Vif-APOBEC3F blk = inhibitors of Vif-A3F interaction; HeLa A3F-eYFP + Vif (tagged APOBEC3F with the HIV-1 protein that degrades it), YFP fluorescence increase; Potency, µM (doses to about 46.1 µM), inactives show at the highest dose activity, negative = active; hit rate 0.2% among 390,000; AID 602313; further: potency means the concentration at half of the fitted maximal effect; % of control where 0% means no effect; nearly all actives have a fitted effect of over 65% in size
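HeLa cells stably expressing A3F-eYFP plus Vif, plated and incubated overnight at 37 deg C, then exposed to compounds overnight at 37 deg C. Blocked degradation read as raised yellow fluorescence (Ex 488/Em 500-530).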
D2 PAM = D2 dopamine receptor (human) potentiation | P14416 | potentiation, % at 10 µM | AID 485347 | hit rate 0.34% among 340,000 | HEK293 T-REx D2, calcium flux, EC20 dopamine potentiation;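 active means potentiation over 3 SD above the plate norm, cut at about 30% in these data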; further: 0% is about no effect
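Tetracycline-induced HEK293 T-REx cells force-coupled to calcium signalling expressed D2; compounds were pin-added after a 10 s baseline, read kinetically 180 s, then an EC20 dopamine challenge followed with a further 180 s calcium read.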
Vif-APOBEC3G blk = blocks the Vif interaction with human APOBEC3G. hit rate 0.076% among 410,000. HeLa A3G-eYFP + Vif (tagged APOBEC3G with the HIV-1 protein that degrades it), YFP fluorescence, overnight. AID 602310. Q9HC16. Potency, µM (highest dose often 46.1 µM), for inactives: top-dose activity, negative = active, hits mostly inhibitors;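 further: potency means the concentration at half of the fitted maximal effect; on the % scale 0 is the no-effect control and ±100 the full control effect; nearly all actives have a fitted effect of over 60% in size; hits raise eYFP signal because A3G escapes Vif-driven loss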
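Read-out is eYFP fluorescence (Ex 488/Em 500-530) from Vif-expressing HeLa A3G-eYFP cells; more signal means A3G escaped Vif-mediated degradation. Cells plated overnight, compound pinned in, incubated overnight at 37 deg C.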
LDHA inh = inhibitors of human lactate dehydrogenase A; AID 1347041; activity change, % (values are at about 110 or 230 µM); P00338; hit rate 0.15% among 480,000; purified LDHA, NADH/diaphorase-resazurin fluorescence; stronger effect = lower value; in the data active means activity change below about -30%; inconclusive means mostly about -25% to -30%;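 further: plate controls were DMSO wells for no effect and wells without enzyme for full effect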
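Human LDH5 (2 nM) was incubated with 0.06 mM NADH and 0.2 mM pyruvate for 5 min at room temperature in Tris pH 7.4. Remaining NADH was coupled through diaphorase/resazurin, and resorufin fluorescence was read at 0 and 20 min.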
D1 agonist = human D1 receptor agonism; hit rate 1% among 360,000; P21728; HEK293 T-REx D1 cells, calcium flux, agonist mode; activation, % at 2 µM; AID 504660; in the data active means activation above about 30%; further: 0% is about no effect
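Inducible HEK293 T-REx D1 cells, force-coupled to calcium signalling, were plated at 4000 cells/well with tetracycline and held overnight at 30 C. After no-wash calcium dye loading, compound-evoked calcium rise over 180 s flagged agonists.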
RXFP1 agonist = RXFP1 (human) receptor agonism; AID 2676; hit rate 0.3% among 370,000; HEK293T-RXFP1 cAMP TR-FRET, 30 min; response scale: percent of porcine relaxin response, buffer zero; Potency, µM (top dose mostly 57.5 µM), inactives show top-dose activation, actives largely listed as activators; Q9HBX9; further: potency means the concentration at half of the fitted maximal effect; on the % scale 0 is the no-effect control and ±100 the full control effect; nearly all actives have a fitted effect of over 60% in size; many of its hits are not listed in these tables
Target sequence (Q9HBX9 whole entry, looked up): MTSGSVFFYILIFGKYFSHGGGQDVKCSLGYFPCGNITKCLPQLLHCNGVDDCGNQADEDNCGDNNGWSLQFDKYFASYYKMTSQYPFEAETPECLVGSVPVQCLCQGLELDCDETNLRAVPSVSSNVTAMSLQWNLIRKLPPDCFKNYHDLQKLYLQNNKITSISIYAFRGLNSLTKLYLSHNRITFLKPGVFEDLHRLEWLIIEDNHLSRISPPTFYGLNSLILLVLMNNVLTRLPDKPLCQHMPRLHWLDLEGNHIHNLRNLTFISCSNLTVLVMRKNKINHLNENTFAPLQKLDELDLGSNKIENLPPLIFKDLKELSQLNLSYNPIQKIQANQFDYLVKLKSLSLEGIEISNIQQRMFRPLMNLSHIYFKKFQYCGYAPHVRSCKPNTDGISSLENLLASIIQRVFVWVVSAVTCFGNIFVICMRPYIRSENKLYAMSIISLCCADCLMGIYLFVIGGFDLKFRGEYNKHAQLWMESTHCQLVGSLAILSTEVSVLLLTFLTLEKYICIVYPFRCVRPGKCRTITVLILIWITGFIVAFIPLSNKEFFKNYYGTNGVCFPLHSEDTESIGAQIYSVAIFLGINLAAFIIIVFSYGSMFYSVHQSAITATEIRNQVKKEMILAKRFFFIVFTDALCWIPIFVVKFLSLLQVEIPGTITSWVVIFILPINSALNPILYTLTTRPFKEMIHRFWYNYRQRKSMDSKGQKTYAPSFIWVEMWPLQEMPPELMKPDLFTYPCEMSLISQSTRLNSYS
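HEK293 cells stably expressing RXFP1, treated 30 min at 37C with compounds plus PDE4 inhibitor Ro 20174; cAMP measured by HTRF TR-FRET. Normalized to buffer and 29 nM porcine relaxin; EC50 by Hill fit.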
D1 PAM = enhances dopamine response at the human D1 receptor. AID 504651. potentiation, % at 10 µM. HEK293 TREx D1 cells, calcium flux, dopamine EC20 potentiation. hit rate 0.036% among 360,000; in the data active means potentiation above about 30%; further: 0% is about no effect
* = called active by the depositor; & = joins results of further samples. Unless noted, the call rests on the fitted dose curve; in most records, active means well fitted curve in the direction sought with a large enough effect; inconclusive means small, poorly fitted or top-dose-only effect, or another doubt; inactive means no such curve, though single readings can be large; an effect the other way counts as inactive or inconclusive.

Results for CN(CC(=O)Nc1ccc(Cl)c(Cl)c1)C(=O)c1cccc2cccnc12 ?
GRP78 ERSR act: 2%; D1 antagonist: -4; Vif-APOBEC3F blk: -4%; D2 PAM: -4; Vif-APOBEC3G blk: 0%; LDHA inh: -8; D1 agonist: 5; RXFP1 agonist: 1.0%; D1 PAM: 7

What do the screens show for `N=c1oc2ccc3ccccc3c2cc1C(N)=S`?
GRP78 ERSR act: -1%; D1 antagonist: -1; Vif-APOBEC3F blk: -2%; D2 PAM: 7; Vif-APOBEC3G blk: 2%; LDHA inh: 2; D1 agonist: 0; RXFP1 agonist: 2.9%; D1 PAM: 5

Results for O=C(c1ccc(Cl)cc1)n1cnc2ccccc21 ?
GRP78 ERSR act: -5%; D1 antagonist: 52; Vif-APOBEC3F blk: -1%; D2 PAM: 10; Vif-APOBEC3G blk: 0%; LDHA inh: -1; D1 agonist: 2; RXFP1 agonist: -0.7%; D1 PAM: -8

Results for COCC1CCCN(C(=O)c2ccc3oc(CCCc4ccccc4)nc3c2)C1 (stereo not given) ?
GRP78 ERSR act: 19%; D1 antagonist: 25; Vif-APOBEC3F blk: -8%; D2 PAM: -7; Vif-APOBEC3G blk: -1%; LDHA inh: -3; D1 agonist: 12; RXFP1 agonist: 0.7%; D1 PAM: -1

What do the screens show for `CCCCCCCCc1nnc(N)s1`?
GRP78 ERSR act: -3%; D1 antagonist: -4; Vif-APOBEC3F blk: -8%; D2 PAM: 3; Vif-APOBEC3G blk: 0%; LDHA inh: -2; D1 agonist: 1; RXFP1 agonist: 0.1%; D1 PAM: -2

How did O=C(CSc1nc2c(c(=O)[nH]1)CCCC2)Nc1ccc(Br)cc1 do in these assays?
D1 antagonist: -3; D2 PAM: 4; LDHA inh: -3; D1 agonist: -1; RXFP1 agonist: -1.4%; D1 PAM: -2

Results for CCOC(=O)c1cccc(NC(=O)CCS(=O)(=O)c2ccc(Br)s2)c1 ?
GRP78 ERSR act: -2%&-5%; D1 antagonist: 6&-4; Vif-APOBEC3F blk: -6%&-2%; D2 PAM: -8&-3; Vif-APOBEC3G blk: 1%&-3%; LDHA inh: -8&-2; D1 agonist: -2&6; RXFP1 agonist: 4.9%&1.0%; D1 PAM: 0&1

What do the screens show for `Cc1ccccc1NS(=O)(=O)c1ccc(C(=O)N(C)CC(=O)Nc2ccccc2Br)cc1`?
GRP78 ERSR act: -4%; Vif-APOBEC3F blk: -4%; Vif-APOBEC3G blk: -3%; LDHA inh: -9

What do the screens show for `O=C(Nc1ccccc1[N+](=O)[O-])C1=C(O)CCn2c1nc1ccccc12`?
GRP78 ERSR act: -2%; D1 antagonist: -8; Vif-APOBEC3F blk: -2%; D2 PAM: 7; Vif-APOBEC3G blk: 2%; LDHA inh: -8; D1 agonist: -1; RXFP1 agonist: 0.7%; D1 PAM: -2

Results for CC(C)(C)OC(=O)NCc1n[nH]c(=S)n1C1CC1 ?
GRP78 ERSR act: -2%; D1 antagonist: 5; Vif-APOBEC3F blk: 11%; D2 PAM: 6; Vif-APOBEC3G blk: 0%; LDHA inh: -10; D1 agonist: 3; RXFP1 agonist: -0.5%; D1 PAM: 3

How did CCCCn1c(SCC(=O)N2CCC(C(=O)OCC)CC2)nc2cc(S(N)(=O)=O)ccc21 do in these assays?
GRP78 ERSR act: -3%; D1 antagonist: 6; Vif-APOBEC3F blk: -22%; D2 PAM: 4; Vif-APOBEC3G blk: -3%; LDHA inh: -5; D1 agonist: -1; RXFP1 agonist: -2.2%; D1 PAM: -3

Results for CC(C)c1ccc(OCC(=O)Nc2ccc(S(=O)(=O)Nc3ncccn3)cc2)cc1 ?
GRP78 ERSR act: 1%; D1 antagonist: 4; Vif-APOBEC3F blk: -6%; D2 PAM: 5; Vif-APOBEC3G blk: -5%; LDHA inh: -8; D1 agonist: 2; RXFP1 agonist: 2.4%; D1 PAM: -2

How did O=C(NCc1ccccc1)NC1(C(=O)N2CCCC2)CCCCC1 do in these assays?
GRP78 ERSR act: -4%; D1 antagonist: 5; Vif-APOBEC3F blk: 7%; D2 PAM: 5; Vif-APOBEC3G blk: 0%; LDHA inh: -4; D1 agonist: 3; RXFP1 agonist: -0.7%; D1 PAM: 2

Results for COCCCNC(=O)C1CCC(Cn2c(=O)c3sccc3n(C)c2=O)CC1 (stereo not given) ?
GRP78 ERSR act: -2%; D1 antagonist: 7; Vif-APOBEC3F blk: 1%; D2 PAM: 18; Vif-APOBEC3G blk: 4%; LDHA inh: -3; D1 agonist: 1; RXFP1 agonist: 9.2%; D1 PAM: -5

How did COc1ccc(C(=O)COC(=O)Cn2cnc3c2c(=O)n(C)c(=O)n3C)c(OC)c1 do in these assays?
GRP78 ERSR act: -3%; D1 antagonist: -6; Vif-APOBEC3F blk: 2%; D2 PAM: -3; Vif-APOBEC3G blk: -9%; LDHA inh: -3; D1 agonist: 1; RXFP1 agonist: 16µM*; D1 PAM: 0

How did C#CCOCCOCCOCCNc1nc(N2CCN(C(=O)[C@H](CCCCN)n3cc([C@@H](N)CO)nn3)CC2)nc(N2CCN(C(=O)[C@H](Cc3cc4ccccc4[nH]3)n3cc([C@@H](N)CO)nn3)CC2)n1 do in these assays?
D1 antagonist: 0; D2 PAM: 7; D1 agonist: 1; RXFP1 agonist: -3.6%; D1 PAM: 5

How did Cc1cc(NC(=O)CCC(=O)N(CC(=O)NCC2CCCO2)Cc2ccc(F)cc2)no1 (stereo not given) do in these assays?
GRP78 ERSR act: -4%; D1 antagonist: 19; Vif-APOBEC3F blk: 6%; D2 PAM: -5; Vif-APOBEC3G blk: -1%; LDHA inh: -5; D1 agonist: 0; RXFP1 agonist: 2.1%; D1 PAM: 10

Results for CP(C)(=O)CCP(=O)(c1ccccc1)c1ccccc1 ?
GRP78 ERSR act: -1%; D1 antagonist: 2; Vif-APOBEC3F blk: 5%; D2 PAM: -1; Vif-APOBEC3G blk: 0%; LDHA inh: -1; D1 agonist: 1; RXFP1 agonist: 0.5%; D1 PAM: -1

What do the screens show for `COc1ccc([N+](=O)[O-])cc1N(CC(=O)O)S(C)(=O)=O`?
GRP78 ERSR act: -4%; D1 antagonist: -3; Vif-APOBEC3F blk: 0%; D2 PAM: 7; Vif-APOBEC3G blk: 5%; LDHA inh: -5; D1 agonist: 1; RXFP1 agonist: -0.4%; D1 PAM: 9

Results for O=C(COC(=O)CCN=C1NS(=O)(=O)c2ccccc21)NNC(=O)c1ccc(Cl)cc1 ?
GRP78 ERSR act: -1%; D1 antagonist: 5; Vif-APOBEC3F blk: 0%; D2 PAM: -5; Vif-APOBEC3G blk: 2%; LDHA inh: -1; D1 agonist: 1; RXFP1 agonist: 0.0%; D1 PAM: -2

Results for N#CCCn1nc(Cc2cccc3ccccc23)c(C#N)c1N ?
GRP78 ERSR act: -4%; Vif-APOBEC3F blk: 7%; Vif-APOBEC3G blk: 3%; LDHA inh: -4

What do the screens show for `COc1cccc(/C(O)=C2/C(=O)C(=O)N(CCN3CCOCC3)C2c2cccnc2)c1` (stereo not given)?
GRP78 ERSR act: 0%; D1 antagonist: -4; Vif-APOBEC3F blk: 6%; D2 PAM: 17; Vif-APOBEC3G blk: -7%; LDHA inh: -2; D1 agonist: 5; RXFP1 agonist: 3.9%; D1 PAM: -3

What do the screens show for `Cc1ccc2cc(/C=N/Nc3ccc(C(=O)O)cc3)c(Cl)nc2c1`?
GRP78 ERSR act: -2%; D1 antagonist: 5; Vif-APOBEC3F blk: -13%; D2 PAM: 3; Vif-APOBEC3G blk: inconclusive; LDHA inh: -17; D1 agonist: 6; RXFP1 agonist: -1.5%; D1 PAM: 5

How did CC(=O)c1cc2c(cc1NS(=O)(=O)c1ccc3c(c1)OCCO3)OCO2 do in these assays?
GRP78 ERSR act: -2%; D1 antagonist: -2; Vif-APOBEC3F blk: -6%; D2 PAM: 7; Vif-APOBEC3G blk: -16%; LDHA inh: -7; D1 agonist: 3; RXFP1 agonist: 0.3%; D1 PAM: 4

How did CCn1c(COc2ccc(Cl)cc2)nnc1SC1CCc2ccccc2C1=O (stereo not given) do in these assays?
GRP78 ERSR act: -2%; D1 antagonist: -2; Vif-APOBEC3F blk: 1%; D2 PAM: -1; Vif-APOBEC3G blk: -1%; LDHA inh: 20; D1 agonist: 3; RXFP1 agonist: 4.0%; D1 PAM: 4

Results for CCC(Cc1ccccc1)NC(=O)Cn1ncc2c3ccccc3n(Cc3ccccc3)c2c1=O (stereo not given) ?
GRP78 ERSR act: -3%; D1 antagonist: -19; Vif-APOBEC3F blk: 1%; D2 PAM: -1; Vif-APOBEC3G blk: -7%; LDHA inh: -5; D1 agonist: 9; RXFP1 agonist: 5.1%; D1 PAM: -4

How did COC(=O)c1ccc(COc2ccc(C#N)cc2)o1 do in these assays?
GRP78 ERSR act: -5%; D1 antagonist: -6; Vif-APOBEC3F blk: 10%; D2 PAM: 12; Vif-APOBEC3G blk: -5%; LDHA inh: 2; D1 agonist: 2; RXFP1 agonist: 3.3%; D1 PAM: -4

Results for COc1cccc(CNC(=O)CN2N=C(c3ccc(C)cc3)CCC2=O)c1 ?
GRP78 ERSR act: -4%; D1 antagonist: -8; Vif-APOBEC3F blk: -9%; D2 PAM: -4; Vif-APOBEC3G blk: 2%; LDHA inh: 2; D1 agonist: 0; RXFP1 agonist: 0.0%; D1 PAM: 2

Results for COc1ccc(C2CC(c3ccccc3O)=NN2C(=O)c2ccccc2)cc1OC (stereo not given) ?
GRP78 ERSR act: 1%; D1 antagonist: -16; Vif-APOBEC3F blk: 0%; D2 PAM: 10; Vif-APOBEC3G blk: -12%; LDHA inh: -1; D1 agonist: 2; RXFP1 agonist: -1.0%; D1 PAM: -2

How did CC(C)CNC(=O)c1cc(=O)[nH]c2ccc(S(=O)(=O)Nc3ccc(F)cc3)cc12 do in these assays?
GRP78 ERSR act: -1%; D1 antagonist: -14; Vif-APOBEC3F blk: -5%; D2 PAM: 22; Vif-APOBEC3G blk: -4%; LDHA inh: 1; D1 agonist: 3; RXFP1 agonist: -0.6%; D1 PAM: -9

Not all compounds are listed; the hit share may differ from the screen's.
